# Screening results deposited in PubChem by several laboratories.
# SUMO HTRF inh: inhibitors of human SUMOylation (UBC9); P63279; HTRF SUMOylation assay, SAE1/SAE2 + UBC9, in vitro; inhibition, % at 35 µM; 290,000 tested, 0.36% active; in the data active = inhibition above about 50%, passing the limit was not always enough; inconclusive = no clear call, values can overlap the other calls; also: strong numbers were not always called active
# Target sequence (P63279 whole entry, looked up): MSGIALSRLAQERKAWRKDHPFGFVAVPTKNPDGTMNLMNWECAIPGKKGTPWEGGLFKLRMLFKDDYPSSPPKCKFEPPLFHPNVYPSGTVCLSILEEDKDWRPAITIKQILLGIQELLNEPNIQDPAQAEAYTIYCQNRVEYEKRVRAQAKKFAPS
# MEKK3 PB1 HTS: modulators (inhibitors or enhancers) of MEK5 binding to human MEKK3 PB1 domain. AID 1529. binding response (% of control), % at 10 µM. Q99759. 290,000 tested, 1.4% active. bead-based flow cytometry, Alexa488-MEK5 binding to MEKK3; actives lie on both sides; 0 = blocked by unlabeled MEK5, 100 = vehicle;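 active = binding response more than 3 SD above or below the average of its plate-row segment, actives on both sides; inconclusive = wells at one plate position flagged as instrument error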;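 also: Alexa488 bead fluorescence after subtracting the streptavidin-only scavenger bead signal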
# Target sequence (Q99759 whole entry, looked up, the tested form may be a part): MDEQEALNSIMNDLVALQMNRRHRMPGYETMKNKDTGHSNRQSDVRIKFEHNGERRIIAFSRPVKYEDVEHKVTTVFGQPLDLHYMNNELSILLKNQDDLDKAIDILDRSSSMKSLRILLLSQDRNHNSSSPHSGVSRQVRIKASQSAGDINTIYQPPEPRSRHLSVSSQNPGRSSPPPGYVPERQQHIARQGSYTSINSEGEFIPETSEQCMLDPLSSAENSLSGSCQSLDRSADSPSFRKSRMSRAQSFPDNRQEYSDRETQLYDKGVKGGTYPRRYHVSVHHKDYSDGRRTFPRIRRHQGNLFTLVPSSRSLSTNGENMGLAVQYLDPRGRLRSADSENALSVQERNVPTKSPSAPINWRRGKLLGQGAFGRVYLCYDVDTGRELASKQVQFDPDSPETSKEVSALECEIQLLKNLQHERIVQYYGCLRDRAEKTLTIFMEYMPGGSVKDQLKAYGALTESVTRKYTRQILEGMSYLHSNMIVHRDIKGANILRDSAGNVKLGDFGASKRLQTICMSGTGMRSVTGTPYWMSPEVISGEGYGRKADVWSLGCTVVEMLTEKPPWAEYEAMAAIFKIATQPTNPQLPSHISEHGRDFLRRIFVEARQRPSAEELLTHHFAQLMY
# IDE act: IDE (human) activation, cell-based; P14735; HEK cells, FAbeta-B cleavage, fluorescence polarization; 0% vehicle, 100% cell-free pure enzyme wells; activation, % at 5.96 µM; 340,000 tested, 0.073% active; AID 493087;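 active = activation above the mean of all tested compounds plus 3 SD, set per screening campaign, cut at about 17% in these data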
# NALP1 yeast inh: inhibitors of NALP1 inflammasome in yeast. S. cerevisiae NALP1/ASC/caspase-1 growth, X-gal OD620, 72 h. 280,000 tested, 0.61% active. AID 2071. inhibition, % at 10 µM; in the data active = inhibition mostly above about 24%, no sharp cut-off; inactive = mostly below about 32%; also: some compounds called inactive have numbers as strong as hits
# MEKK2mut PB1 HTS: signal of MEK5 binding to mutant human MEKK2 PB1 domain | bead flow cytometry, Alexa488-MEK5 binding to MEKK2 mutant | percent response, % at 10 µM | 290,000 tested, 0.35% active; in the data active = percent response above about 24%, passing the limit was not always enough; also: inactives centre near 1; some results filed as inactive read as strong as hits; reference of the scale not given here
# p-CIP stab down: compounds decreasing mouse p/CIP protein stability | Q05BA5 | F442A p/CIP-EGFP cells, EGFP fluorescence, 16 h | decrease of EGFP signal, % at 10 µM | 290,000 tested, 0.01% active | AID 1984;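 active = EGFP signal decrease of at least 30% at 10 µM or well 3 SD below plate mean, unless failing retest; inactive = the rest, including hits failing retest or dose response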; also: some compounds called inactive have numbers as strong as hits; many of its hits are not listed in these tables
# M18AAP inhibitor: blocks P. falciparum M18 aspartyl aminopeptidase; recombinant PfM18AAP, H-Glu-NHMec fluorogenic cleavage; inhibition, % at 7.35 µM; 290,000 tested, 1.2% active;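 active = inhibition above the campaign mean inhibition over all tested compounds plus 3 SD, cut at about 28% in these data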;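 also: 0% = plate median of test compound wells and 100% = 2 mM ZnCl2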
# IDE inh: cellular human IDE inhibition; P14735; HEK cells, FAbetaB cleavage, fluorescence polarization; inhibition, % at 5.59 µM; 320,000 tested, 0.41% active;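 active = percent inhibition above the average of all tested compounds plus 3 SD, set per screening campaign, cut at about 16% in these data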;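 also: IDE supplied by intact live HEK cells; FP after avidin binding of uncleaved biotin substrate so inhibition keeps polarization high; 0% = DMSO wells and 100% = 60 µM reference IDE inhibitor Ii1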
# MEKK2wt PB1 HTS: raises or lowers MEK5 binding to wildtype human MEKK2 PB1 domain; Q9Y2U5; bead flow cytometry, Alexa488-MEK5 binding to MEKK2 WT; actives lie on both sides; binding response (% of control), % at 10 µM; 290,000 tested, 1.1% active; in the data active = binding response below about 67% or above about 130%; inconclusive = no clear call, values can overlap the other calls; inactive = in between
# Numbers without * were called inactive; ? = inconclusive; . = not tested or not shown. Some of the compounds tested, so the mix of outcomes need not match the whole.
M18AAP inhibitor	IDE inh	p-CIP stab down	MEKK2mut PB1 HTS	MEKK2wt PB1 HTS	MEKK3 PB1 HTS	NALP1 yeast inh	IDE act	SUMO HTRF inh	smiles
-7	-5	-12	0	101	100	9	8	-20	CCOc1ccc(CN2CCN(Cc3cnc(-c4ccccc4)s3)CC2CCO)cc1 (stereo not given)
7	-1	-7	3	98	96	14	0	6	CCCNC(=O)c1ccc2c(c1)ncn2-c1ccccc1OC
-2	0	-5	-2	100	90	7	5	-12	O=C(O)Cc1ccc(-c2ccccc2)cc1
30*	.	2	-21	92	89	.	.	4	Cn1c2ccc(F)cc2c2nnc(NN)nc21
8	-3	-1	-6	86	87	19	3	14	CCOCc1nnc(NC(=O)c2ccc(NC(C)=O)cc2)s1
14	-1	10	-7	89	95	11	-3	0	O=C(O)c1ccc(/C=N/Nc2nc3ccccc3[nH]2)cc1
8	7	-16	0	105	103	22	2	6	COCCCNCCCCOc1ccc(C)cc1[N+](=O)[O-]
0	-2	1	0	100	101	39	5	-16	Cc1ccc(-c2cc3ccccc3nc2N2CCCC2)cc1

M18AAP inhibitor	IDE inh	p-CIP stab down	MEKK2mut PB1 HTS	MEKK2wt PB1 HTS	MEKK3 PB1 HTS	NALP1 yeast inh	IDE act	SUMO HTRF inh	smiles
1	-2	12	-2	100	95	-1	3	-7	CCOC(=O)c1cc2c(C)nn(-c3ccccc3)c2s1
-7	0	4	7	108	106	2	-2	-3	CC(C)CCNC(=O)CCCOc1ccccc1
0	2	-15	-3	99	103	-2	-11	-56	O=C(NC(=S)NNC(=O)c1ccco1)c1ccc(Br)cc1
-1	-1	5	6	107	106	3	8	7	O=C(CC(=O)N/N=C/c1ccc(C(=O)O)cc1)NCCc1ccccc1
6	2	-12	-3	101	96	2	3	11	COc1ccc(-c2nc(C#N)c(NCCCN(C)C)o2)cc1OC
21	1	1	-5	99	98	11	-1	6	COc1ccc(OC(=O)CCN2C(=O)C3C4C=CC(C4)C3C2=O)cc1 (stereo not given)
5	-8	67	-32	74	91	10	3	7	O=C1C2C3C=CC(C2C(=O)N1c1cccc(O)c1)C1C2C(=O)N(c4cccc(O)c4)C(=O)C2C31 (stereo not given)
5	-1	-7	-2	98	95	-20	-2	38	O=C(O)C1CCCCC1C(=O)Nc1nc(-c2cccs2)cs1 (stereo not given)

# Among those listed so far, these have a halogen:
M18AAP inhibitor	IDE inh	p-CIP stab down	MEKK2mut PB1 HTS	MEKK2wt PB1 HTS	MEKK3 PB1 HTS	NALP1 yeast inh	IDE act	SUMO HTRF inh	smiles
30*	.	2	-21	92	89	.	.	4	Cn1c2ccc(F)cc2c2nnc(NN)nc21
0	2	-15	-3	99	103	-2	-11	-56	O=C(NC(=S)NNC(=O)c1ccco1)c1ccc(Br)cc1

# Three structures already listed, arranged by molar mass, ascending.
M18AAP inhibitor	IDE inh	p-CIP stab down	MEKK2mut PB1 HTS	MEKK2wt PB1 HTS	MEKK3 PB1 HTS	NALP1 yeast inh	IDE act	SUMO HTRF inh	smiles
30*	.	2	-21	92	89	.	.	4	Cn1c2ccc(F)cc2c2nnc(NN)nc21
8	-3	-1	-6	86	87	19	3	14	CCOCc1nnc(NC(=O)c2ccc(NC(C)=O)cc2)s1
5	-1	-7	-2	98	95	-20	-2	38	O=C(O)C1CCCCC1C(=O)Nc1nc(-c2cccs2)cs1 (stereo not given)

# Reformatted with two lines to a compound: part of the list above.
# Order of results: M18AAP inhibitor, IDE inh, p-CIP stab down, MEKK2mut PB1 HTS, MEKK2wt PB1 HTS, MEKK3 PB1 HTS, NALP1 yeast inh, IDE act, SUMO HTRF inh
O=C(CC(=O)N/N=C/c1ccc(C(=O)O)cc1)NCCc1ccccc1
 : -1, -1, 5, 6, 107, 106, 3, 8, 7
COc1ccc(-c2nc(C#N)c(NCCCN(C)C)o2)cc1OC
 : 6, 2, -12, -3, 101, 96, 2, 3, 11

# The list continues.
M18AAP inhibitor	IDE inh	p-CIP stab down	MEKK2mut PB1 HTS	MEKK2wt PB1 HTS	MEKK3 PB1 HTS	NALP1 yeast inh	IDE act	SUMO HTRF inh	smiles
-1	1	-20	6	113	114	-13	2	9	CC(C)CCNC(=O)Cn1c(=O)oc2cc(S(=O)(=O)N3CCc4ccccc43)ccc21
-2	1	-12	-5	95	92	9	7	0	O=C(NCc1cccnc1)c1noc2c1CCCCC2
-7	-6	-12	1	100	103	7	5	17	COc1ccc(N(C(=O)c2cnccn2)C(C(=O)NCc2ccccc2)c2ccc(O)cc2)cc1 (stereo not given)
3	-3	-9	0	93	87	-2	-2	15	Cc1nonc1CN(C)C(=O)c1ccc(OC2CCN(C(=O)c3cccnc3)CC2)cc1
-19	3	-6	-1	101	106	.	0	11	CC(=O)NCc1ccc(S(=O)(=O)N/N=C/c2ccccc2)cc1
-1	4	-8	-3	94	96	4	-2	10	COc1cccc(C(=O)N(c2ccc(C)cc2)C2C=CS(=O)(=O)C2)c1 (stereo not given)
3	5	-16	-1	101	99	21	-6	14	Cc1ccc(-c2n[nH]c(=S)n2/N=C/c2c(C)nn(-c3ccccc3)c2C)cc1
-2	0	-22	2	103	99	3	6	2	NS(=O)(=O)c1cc(C(=O)N2CCNC(=O)C2)ccc1Cl

M18AAP inhibitor	IDE inh	p-CIP stab down	MEKK2mut PB1 HTS	MEKK2wt PB1 HTS	MEKK3 PB1 HTS	NALP1 yeast inh	IDE act	SUMO HTRF inh	smiles
-2	-3	-7	3	109	104	7	1	-6	COc1ccc(/C=C2\Sc3ccc(C(=O)N4CCN(Cc5ccccc5)CC4)cc3N(C)C2=O)cc1OC
2	-2	-8	6	110	98	6	6	-1	Cc1cc(C)c2nc(N3CCN(C)CC3)c(C#N)cc2c1
3	5	4	0	97	101	16	1	5	Cc1ccc2c(cnn2C(=O)CCCC(=O)NCc2ccc(Cl)cc2)c1
-16	-4	-6	2	101	104	5	-1	2	Cc1ccccc1OCCC(=O)N(Cc1ccccc1)c1c(N)n(Cc2ccccc2)c(=O)[nH]c1=O
3	8	-8	3	100	100	26	2	12	COc1ccc(N2C(=O)CC(Nc3ccc(F)cc3)C2=O)c([N+](=O)[O-])c1 (stereo not given)
0	1	-6	-1	100	102	1	1	-2	Cc1ccccc1Cn1cc(NS(=O)(=O)c2cn(C)nc2C)cn1
-2	-2	-6	.	.	.	1	10	18	COc1cccc(-c2nnc(NC(=O)c3ccc(S(=O)(=O)N4CC(C)OC(C)C4)cc3)o2)c1 (stereo not given)
3	-2	12	-2	100	99	12	-5	2	C=CCNC(=S)N/N=C(\C)c1ccc(OC)cc1

M18AAP inhibitor	IDE inh	p-CIP stab down	MEKK2mut PB1 HTS	MEKK2wt PB1 HTS	MEKK3 PB1 HTS	NALP1 yeast inh	IDE act	SUMO HTRF inh	smiles
-10	-2	-10	-1	99	101	1	6	7	O=C(CSc1ccccc1)NN1C(=O)c2ccccc2C1=O
-5	6	-15	-1	97	102	33	-4	-3	Cc1ccc(SCc2cc(=O)[nH]c(Nc3nc(C)c4ccccc4n3)n2)cc1
6	2	-8	5	103	101	-2	0	-10	O=C(CN(Cc1ccc(F)cc1)S(=O)(=O)c1ccccc1)N1CCCCC1
3	2	-4	0	106	115	31	-4	-12	O=C(COc1ccc(Cl)cc1)OCc1csc(Nc2ccccc2)n1
-13	0	9	0	98	100	3	1	2	O=C(OCC(=O)N1CCN(C(=O)c2ccco2)CC1)c1ccccc1
-1	7	-11	11	108	102	-3	4	19	Cc1cccc(Nc2nc3c(c(=O)n(C)c(=O)n3C)n2CC(O)CO)c1 (stereo not given)
-2	-3	-7	2	101	99	16	-6	19	CC(C)OC(=O)c1c(F)c(F)c(N2CCOCC2)c(F)c1F
-2	-5	-5	-3	93	104	-7	5	5	CCCC(C)NC(=O)CSc1nnc(-c2c[nH]c3ccccc23)o1 (stereo not given)

M18AAP inhibitor	IDE inh	p-CIP stab down	MEKK2mut PB1 HTS	MEKK2wt PB1 HTS	MEKK3 PB1 HTS	NALP1 yeast inh	IDE act	SUMO HTRF inh	smiles
1	0	4	1	104	105	24	5	14	Cc1cc(NS(=O)(=O)Cc2ccccc2)cc(C)c1OCC(=O)N1CCOCC1
-16	1	-3	13	122	114	.	1	-33	CCCN(CCC)c1nc(N)nc(-c2cc(Cl)ccc2OC)n1
-8	4	-10	-1	96	91	26	4	-2	O=C(/C=C/c1ccc(F)cc1)NCc1cccs1
3	5	3	1	103	121	23	3	-10	COc1ccc(NC(=O)C(OC)c2ccccc2)cc1Cl (stereo not given)
5	-2	-9	5	102	98	6	0	13	O=C(N/C(=C\c1ccccc1)C(=O)N1CCCCC1)c1ccc(Br)o1
-3	2	0	8	103	99	12	3	10	CCOC(=O)C1(Cc2ccccc2)CCN(Cc2ccc(COC)o2)CC1
3	9	3	-1	97	96	3	1	13	O=C(NCCN1CCOCC1)c1ccc2c(c1)N(Cc1ccccc1F)C(=O)c1ccccc1S2(=O)=O
8	8	2	-9	96	100	17	4	3	COCCn1c(C)cc(C(=O)CSc2nc(C)c(C)c(C)n2)c1C

M18AAP inhibitor	IDE inh	p-CIP stab down	MEKK2mut PB1 HTS	MEKK2wt PB1 HTS	MEKK3 PB1 HTS	NALP1 yeast inh	IDE act	SUMO HTRF inh	smiles
2	-1	9	26	120	104	13	-4	6	NS(=O)(=O)c1ccc(NC(=O)COC(=O)CCC2CCCCC2)cc1
-3	1	1	5	105	101	17	2	15	Cc1cc(C)nc(NC2=NCC(=O)N2c2ccccc2)n1
0	5	-7	14	113	114	7	1	5	CC(C)(C)c1cc(C(=O)N2CCc3ccccc3C2)ccn1
1	3	-4	-3	102	99	10	3	0	COC(=O)c1cn(-c2ccccc2)c(=O)c2ccccc12
-2	-1	-4	-1	97	100	16	2	-4	Cc1ccc(-c2cc3nn(-c4ccccc4)c(N)c3c(=O)o2)cc1
3	3	-17	-37	?	?	-24	7	16	COc1ccc(CNC(=O)C2CCCN(c3nc4ccccc4o3)C2)c(OC)c1 (stereo not given)
1	-1	0	1	98	106	-8	1	-22	CCOc1ccc(CN(C(=O)c2oc3cc(C)ccc3c2C)C2CCS(=O)(=O)C2)cc1 (stereo not given)
-6	-3	-9	-7	81	77	-10	-1	8	CC(NC(=O)CCC(=O)c1ccc(F)cc1)C1CC2CCC1C2 (stereo not given)

M18AAP inhibitor	IDE inh	p-CIP stab down	MEKK2mut PB1 HTS	MEKK2wt PB1 HTS	MEKK3 PB1 HTS	NALP1 yeast inh	IDE act	SUMO HTRF inh	smiles
2	2	-10	-9	92	98	-13	6	12	O=c1c2ccccc2cnn1-c1ccc(Cl)nn1
-15	1	-17	-1	102	106	-16	5	5	COC(=O)C1(NC(=O)NC23CC4CC(CC(C4)C2)C3)CCCCC1
2	-3	-5	-2	102	104	11	8	24	CCn1cc(C(=O)O)c(=O)c2cc(F)c(N3CCN(C(=S)NC(=O)c4ccc(F)cc4)CC3)cc21
0	7	-4	1	99	96	35	1	4	O=Cc1ccccc1Oc1ccccc1
-16	6	-12	1	95	97	7	3	23	CCOc1ccc(-n2nc3ccc(NC(=O)c4ccc5c(c4)OCCO5)cc3n2)cc1
1	-8	-2	-5	98	95	37	0	4	Cc1ccc(NC2CCCN(C(=O)c3ccnc(Cl)c3)C2)cc1C (stereo not given)
0	-3	-4	2	103	103	14	4	2	Cc1ccc(S(=O)(=O)Nc2ccc(-c3cn4ccc(C)cc4n3)cc2)cc1
0	5	-12	12	110	103	5	6	5	CCOc1ccc(S(=O)(=O)n2nc(C)cc2C)cc1
